Screens deposited in PubChem BioAssay by National Center for Advancing Translational Sciences (NCATS).
RORg inh = inhibitors of mouse ROR gamma transcriptional activity; P51450; Drosophila S2 Gal4-RORgamma UAS-luciferase reporter, 20 h; Potency, µM (top dose mostly 53.6 µM), inactives show at the highest dose activity change, negative = inhibition, usual class: inhibitors; actives 5.4% (n = 310,000); AID 2551; also: potency is read from the fitted curve at half-maximal effect; % is scaled to controls: 0 for no effect and ±100 for the full control effect; nearly all actives have a fitted effect of over 60% in size
Target sequence (P51450 whole entry, looked up, the tested form may be a part): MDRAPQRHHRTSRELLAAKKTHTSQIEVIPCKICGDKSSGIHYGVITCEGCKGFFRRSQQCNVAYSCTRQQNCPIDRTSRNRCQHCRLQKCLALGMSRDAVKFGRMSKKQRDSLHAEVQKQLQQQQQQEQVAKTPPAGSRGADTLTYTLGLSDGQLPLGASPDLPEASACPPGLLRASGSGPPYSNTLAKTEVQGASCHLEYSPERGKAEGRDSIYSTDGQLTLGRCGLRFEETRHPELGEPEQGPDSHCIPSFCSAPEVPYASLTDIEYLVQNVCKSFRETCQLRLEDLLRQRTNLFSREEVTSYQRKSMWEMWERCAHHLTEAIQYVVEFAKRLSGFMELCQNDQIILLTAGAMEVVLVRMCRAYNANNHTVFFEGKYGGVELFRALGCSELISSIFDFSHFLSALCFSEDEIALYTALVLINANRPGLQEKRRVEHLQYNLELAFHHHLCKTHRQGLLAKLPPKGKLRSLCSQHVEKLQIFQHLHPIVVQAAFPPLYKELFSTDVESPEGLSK
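Schneider cells (Drosophila), stable Gal4 DBD–ROR gamma + UAS-luc; 1 hr cmpd preincubation; Cu2+ induction 700 uM final; 20 hr ambient; luminescence.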
ELG1 genotox = inducers of genotoxicity in HEK293T ELG1-luciferase cells; HEK293T ELG1-luciferase reporter, luminescence, 16 h; Potency, µM (top dose mostly 46 µM), for inactives: top-dose activity change, positive = activation, hits mostly activators; actives 1.3% (n = 330,000); also: potency is read from the fitted curve at half-maximal effect; % of control where 0% means no effect; nearly all actives have a fitted effect of over 60% in size
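Genotoxic stress is detected as increased luminescence from luciferase-tagged ELG1 in HEK293T cells, measured with ONE-Glo after a 16 hr treatment at 37 °C.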
Rab9 prom act = activators of Rab9 promoter. Huh7 Rab9 promoter-luciferase reporter, luminescence, 24 h. Potency, µM (top dose mostly 9.22 µM), for the others: top-dose activation, negative = inhibition, hits mostly activators. actives 2.8% (n = 320,000). AID 485297; also: potency is read from the fitted curve at half-maximal effect; % of control where 0% means no effect; nearly all actives have a fitted effect of over 60% in size
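Luciferase signal after 10 min detection reagent at ambient indicates Rab9 promoter upregulation; stably transfected Huh7 cells were treated 24 h with compound in DMSO at 37 °C, 5% CO2.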
KCNH2 3.1 block = inhibitors of human KCNH2 3.1 potassium channel isoform; U2OS KCNH2 3.1, thallium flux FluxOr; stronger effect = lower value; actives 0.95% (n = 340,000); activity change, % (tested at about 1.8 µM);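 active = maximum activity change below -70%; inconclusive = maximum activity change from -70% to -50%; inactive = maximum activity change above -50%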;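 also: thallium influx rate constant from kinetic fluorescence after stimulation buffer; % is scaled to controls: 0 for no effect and ±100 for the full control effect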
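FluxOr-based Tl+ influx in U2OS cells transduced with KCNH2 3.1 virus; rate constants normalized to DMSO controls.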
uPA surface inh = blocks generation of uPA at the cell surface | actives 0.31% (n = 330,000) | Potency, µM (doses to about 38.3 µM), without a hit: at the top dose activity change, negative = inhibition, hits mostly inhibitors | cell surface uPA generation assay, qHTS | AID 540303; active = well fitted inhibition curve with a large enough effect; inconclusive = small, poorly fitted or top-dose-only effect; inactive = no such curve, though single readings can be large or run the other way; tested in mouse RAW 264.7 cells; also: potency is read from the fitted curve at half-maximal effect; % is scaled to controls: 0 for no effect and ±100 for the full control effect; nearly all actives have a fitted effect of over 55% in size
Tb PFK block = inhibitors of T. brucei phosphofructokinase; O15648; T. brucei PFK, ADP-Glo luminescence; Potency, µM (top dose mostly 57.5 µM), for inactives: top-dose activity, negative = inhibition, hits mostly inhibitors; actives 0.17% (n = 330,000); AID 485367;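 also: potency is read from the fitted curve at half-maximal effect; 0% = uninhibited 1x PFK enzyme wells and -100% = no-enzyme wells; nearly all actives have a fitted effect of over 60% in size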
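Compounds were pin-transferred as a titration series up to 57 uM into substrate buffer (0.5 mM F6P, 0.1 mM ATP, pH 8.0), then 1.25 nM PFK was added and reactions ran 45 min before ADP-Glo detection.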
Giardia killer = kills Giardia lamblia; Giardia lamblia trophozoite viability; activity change, % at 7.66 µM, hits read low; actives 0.15% (n = 340,000); in the data active = activity change below about -80%; inconclusive = between about -30% and that limit;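 also: parasites exposed to compound for two days anaerobically before the ATP read; % is scaled to controls: 0 for no effect and ±100 for the full control effect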
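Giardia trophozoites, 100 cells per well, were exposed to compounds for 48 hrs at 37 deg C under anaerobic conditions; viability was then read as ATP content by bioluminescence after 15-30 min at room temperature.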
FBPA coupling cs = inhibits coupling enzyme system, counter-screen for aldolase hits; activity change, negative = inhibition, % at 58.2 µM, hits read low; actives 0.67% (n = 290,000); coupling enzyme system counterscreen, AmpLite Red fluorescence; in the data active = activity change below about -30%; also: % is scaled to controls: 0 for no effect and ±100 for the full control effect
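First, compound is pin-transferred into glyceraldehyde-3-phosphate coupling-enzyme reagent at 57.5 uM final and held 10 min at RT. Next, substrate, coupling system and AmpLite Red are added. After 20 min RT, fluorescence (525/598 nm) is read.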
Gal4-VP16 FLuc = counter-screen for ROR gamma inhibitors: Gal4-VP16 reporter. Drosophila S2 Gal4-VP16 UAS-luciferase, luminescence, 20 h. actives 3.5% (n = 310,000). Potency, µM (titrated, usually from 53.6 µM), without a hit: at the highest dose activity, negative = inhibition, most hits filed as inhibitors;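 also: Gal4-VP16 expression switched on by copper sulfate through the metallothionein promoter; potency is read from the fitted curve at half-maximal effect; % is scaled to controls: 0 for no effect and ±100 for the full control effect; nearly all actives have a fitted effect of over 50% in size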
NPC1 prom act = NPC1 promoter activation | Huh7 NPC1 promoter luciferase reporter, 24 h | Potency, µM (titrated, usually from 9.22 µM), for the others: at the top dose activation, hits mostly activators | actives 2.4% (n = 320,000) | AID 485313;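 also: potency is read from the fitted curve at half-maximal effect; % of control where 0% means no effect; nearly all actives have a fitted effect of over 60% in size; reporter is driven by a mutant NPC1 promoter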
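Cells: Huh7 expressing luciferase under the NPC1 promoter, 1500/well. Seeded 2 h, compound added, incubated 24 h at 37 °C. Luciferase reagent, 10 min ambient, then luminescence.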
FLuc counter = inhibits or activates purified firefly luciferase, miR-21 counter-screen | purified FLuc, Km substrates, luminescence inhibition | Potency, µM (doses to about 57.5 µM), for the others: at the highest dose activity change, negative = inhibition, hits mostly inhibitors | actives 6.9% (n = 360,000) | AID 588342 | P08659;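 also: potency is read from the fitted curve at half-maximal effect; plate controls were vehicle for no effect and reference inhibitor for full effect; nearly all actives have a fitted effect of over 55% in size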
Target sequence (P08659 whole entry, looked up): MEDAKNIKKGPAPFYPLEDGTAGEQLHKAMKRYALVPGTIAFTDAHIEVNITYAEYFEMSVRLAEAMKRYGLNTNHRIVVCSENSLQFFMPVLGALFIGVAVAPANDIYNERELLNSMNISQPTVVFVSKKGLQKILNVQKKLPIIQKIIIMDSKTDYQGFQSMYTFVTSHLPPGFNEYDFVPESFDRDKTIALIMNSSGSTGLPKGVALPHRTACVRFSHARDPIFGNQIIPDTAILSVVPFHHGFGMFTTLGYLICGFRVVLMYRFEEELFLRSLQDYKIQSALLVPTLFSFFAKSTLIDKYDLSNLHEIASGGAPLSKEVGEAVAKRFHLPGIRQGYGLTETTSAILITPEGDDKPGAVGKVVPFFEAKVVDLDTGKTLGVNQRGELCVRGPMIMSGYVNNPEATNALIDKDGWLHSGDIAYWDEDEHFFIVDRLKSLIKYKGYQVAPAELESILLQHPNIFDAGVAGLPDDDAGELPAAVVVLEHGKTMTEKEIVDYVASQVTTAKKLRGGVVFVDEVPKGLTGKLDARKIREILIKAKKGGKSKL
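Biochemical qHTS of compounds, final roughly 60 µM downward over six points, against 10 nM purified firefly luciferase using Km concentrations of substrates (10 uM D-luciferin, 10 uM ATP) in Tris acetate pH 7.5 buffer; luminescence output.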
Active calls of the source: *; ? = inconclusive; · = no result given; [ ] = another dose, or the depositor's remark. Unless noted, calls follow the shape of the dose curve; as a rule, active = well fitted curve in the direction sought with a large enough effect; inconclusive = small, poorly fitted or top-dose-only effect, or another doubt; inactive = no such curve, though single readings can be large; an effect the other way counts as inactive or inconclusive.

SMILES	RORg inh	ELG1 genotox	Rab9 prom act	KCNH2 3.1 block	uPA surface inh	Tb PFK block	Giardia killer	FBPA coupling cs	Gal4-VP16 FLuc	NPC1 prom act	FLuc counter
O=C1c2ccccc2C(Nc2ccc(Cl)cc2)N1CCN1CCOCC1 (stereo not given)	35%	-1%	-8%	0	-14%	3%	-16	2	11%	-4%	-1%
COc1ccc(-c2nnn(CC(=O)N(CCCO)C(C(=O)NC3CCCC3)c3ccc(F)cc3)n2)cc1 (stereo not given)	5%	-2%	-1%	-21	2%	-8%	-2	2	-14%	-4%	1%
COc1cc(C(=O)NCc2ccc(S(N)(=O)=O)cc2)ccc1OCC(=O)Nc1cccc(C(F)(F)F)c1	·	11%	-7%	-33	0%	-4%	15	·	·	-3%	1%
COc1ccc(-n2c(SCC(=O)NCC3CCCO3)nc3c(c2=O)SCC3)cc1 (stereo not given)	-2%	-5%	2%	2	3%	-2%	-22	·	2%	-1%	1%
O=C(CSc1ncn[nH]1)NCCc1ccc(Cl)cc1Cl	-3%	2%	-4%	5	-1%	-3%	8	-1	-3%	-2%	6%
O=C1CC(N(Cc2ccco2)C(=O)Nc2ccc(F)cc2)C(=O)N1c1ccc(F)cc1 (stereo not given)	45%[0.365 µM]	-7%	-4%	4	·	-15%	3	-5	·	2%	-1%
CC1(C)Cc2cccc(OCC(=O)Nc3ccc(OCC(N)=O)cc3)c2O1	1%	1%	1%	-4	0%	1%	12	3	1%	-2%	3%
Cc1ccc2cc(C#N)c(SCC(=O)NCC3CCCO3)nc2c1 (stereo not given)	-15%	-3%	0%	-2	-2%	-2%	0	-3	-11%	0%	3%
Cc1ccc(NC(=O)COC(=O)C2CCC(=O)N2)c(S(=O)(=O)N2CCOCC2)c1 (stereo not given)	-19%	-3%	-2%	-40	-1%	-1%	22	2	2%	1%	0%
COC(=O)CCC(=O)Nc1ccc(N=Nc2ccccc2)cc1	35%	?	?	-9	·	-23%	-15	1	5%	27%	21µM*
COc1ccc(OC)c(CN2CCN(C(=O)CCNC(=O)c3ccc(Br)cc3)CC2)c1	·	-2%	-4%	-12	4%	-7%	14	·	·	-1%	-1%
Cc1noc(C)c1COc1cccc(C(=O)OC(C)C#N)c1 (stereo not given)	25%	-8%	-11%	-1	6%	1%	-23	-1	-3%	-2%	-3%
CCOC(=O)C1C(=O)N(C(=O)c2ccc(OC)cc2)CC1c1ccccc1 (stereo not given)	?	0%	-1%	-2	·	-1%	0	1	-1%	1%	3%
COc1ccc(NC(=O)C2CCN(S(=O)(=O)c3ccc4c(c3)NC(=O)C(C)S4)CC2)cc1 (stereo not given)	?	-8%	1%	-3	-8%	-5%	3	·	?	-16%	0%
O=C(NCCCN1CCCC1)C1CCN(C(=O)c2cc3sccc3n2Cc2ccc(F)cc2)CC1	-4%	10%	-2%	17	9%	0%	-12	3	0%	-2%	6%
COc1ccccc1CCC(=O)Nc1cccc(S(=O)(=O)N2CCCC2)c1	37%	-8%	0%	15	-98%	-1%	-1	2	5%	-5%	0%
COc1ccc(CCN(Cc2cc3cccc(C)c3[nH]c2=O)C(=O)N2CCCC2)cc1OC	-38%	2%	-1%	3	-11%	0%	-1	-8	-5%	-2%	2%
COc1cccc(/C=N/NC(=S)NC2CC3CC2C2C=CCC32)c1O (stereo not given)	8.9µM*	7%	-2%	8	7%	0%	-25	1	?	0%	5.4µM*
CCn1cc(S(=O)(=O)CC(=O)Nc2ccc3c(c2)OCO3)c2ccccc21	25%	-1%	-5%	-2	7%	1%	-4	-9	1%	8%	-5%
Cc1nc2ccc(S(=O)(=O)NCC(=O)N(C)Cc3ccccc3)cc2s1	2%	-6%	-9%	-20	2%	-4%	14	3	-1%	-1%	0%

Next entries follow:
Order of values – RORg inh | ELG1 genotox | Rab9 prom act | KCNH2 3.1 block | uPA surface inh | Tb PFK block | Giardia killer | FBPA coupling cs | Gal4-VP16 FLuc | NPC1 prom act | FLuc counter
- Cc1nc2c(cc(Oc3ccc(S(=O)(=O)N4CCOCC4)cn3)c3ccsc32)s1
  12% | 12% | ? | -13 | -15% | 3% | -8 | -40* | -13% | ? | ?
- CC(=O)OC1COC(OC2C(O)C(C)OC(OC3C(OC4CCC5(C)C(CCC6(C)C5CC=C5C7CC(C)(C)CCC7(C(=O)O)CCC56C)C4(C)CO)OCC(O)C3O)C2O)C(O)C1OC(C)=O (stereo not given)
  0% | 3% | 2% | · | · | 1% | · | 5 | ? | -1% | -1%
- O=C(NCc1nnc(SCC(=O)N2CCN(c3ccccc3)CC2)o1)c1ccc(F)cc1
  ? | -11% | -3% | -8 | 0% | 3% | 2 | 2 | -15% | -1% | 6%
- CCCn1c(N)c(C(=O)CSc2nnc(-c3c[nH]c4ccccc34)n2C2CC2)c(=O)[nH]c1=O
  · | 0% | · | -4 | 0% | 2% | 5 | · | · | · | ·
- Cc1cccn2c(=O)c3cc(C(=O)NCCCN4CCOCC4)n(C)c3nc12
  -3% | -14% | -2% | · | · | -5% | · | 1 | -2% | 0% | -2%
- Cc1ccc(NC(=O)CN2CCN(S(=O)(=O)c3ccc(F)cc3)CC2)cc1C
  · | 0% | -4% | 4 | -5% | -9% | -20 | · | · | 1% | 2%
- O=C(Cc1ccc(Cl)cc1Cl)OCC(=O)c1ccc[nH]1
  51% | 8% | -5% | -5 | 3% | -1% | -1 | -4 | 15% | 1% | ?
- O=C(CSc1nc(N2CCOCC2)nc(N2CCOCC2)n1)Nc1ccc(Cl)cc1Cl
  -38% | 14% | -1% | 8 | 20% | -6% | 12 | · | -13% | -1% | 0%
- CN(C(N)=S)c1ccccc1
  -34% | 1% | -3% | 1 | -6% | 0% | 23 | -1 | 9% | -2% | 1%
- CC(=O)NCC(=O)NC(C(=O)Nc1ccc2c(c1)OCCO2)c1ccc(C)cc1 (stereo not given)
  17% | 13% | 2% | -2 | 0% | 0% | -9 | 9 | 18% | -1% | -12%
- COc1cccc(OC)c1CN1CCCC(C(=O)c2ccccc2SC)C1 (stereo not given)
  ? | -19% | -15% | 3 | -10% | 8% | -2 | 4 | -20% | -7% | -1%
- CN=C1SC(CC(=O)Nc2ccc(C(=O)O)cc2)C(=O)N1C (stereo not given)
  -1% | -6% | -3% | -1 | -10% | 2% | -5 | 0 | 0% | 2% | 0%
- Cc1ccsc1CNn1cnnc1SCc1ccc(Cl)cc1
  36% | 7% | 2% | -1 | 1% | 0% | -12 | -3 | 7% | -2% | -1%
- CCOC(=O)c1ccc(COC(=O)c2ccc3c(c2)-c2ccccc2C3=O)cc1
  0% | -1% | 0% | -8 | 4% | 0% | 0 | -1 | -3% | -6% | 1%
- COc1ccccc1N1CCN(C(=O)CCC(=O)Nc2nnc(CC(C)C)s2)CC1
  24% | -1% | -1% | -1 | 4% | 0% | -13 | 1 | 5% | -6% | 2%
- O=C(O)c1ccc(-n2nc(-c3ccccc3)c3ccccc3c2=O)cc1
  4% | 1% | 0% | 11 | 1% | 0% | -10 | 14 | 5% | -1% | 2%
- Fc1ccc(C(c2nnnn2C2CCCC2)N2CCN(Cc3ccccc3)CC2)cc1 (stereo not given)
  11% | 2% | 6% | -29 | -2% | 1% | -9 | 0 | 5% | 2% | 5%
- C[C@]12c3[nH]c4ccccc4c3CCN1C(=O)C(CC(=O)NCCC1=CCCCC1)C[C@@H]2C(=O)N1CCCCC1 (stereo not given in full)
  · | 3% | · | -1 | -9% | -6% | -15 | · | · | · | ·
- Clc1ccccc1/C=N/c1cc(-c2ccccc2)nn1-c1ccccc1
  4% | 1% | 11% | 9 | 5% | 0% | 8 | 1 | 4% | 7% | -3%

Some of these compounds in order of length of the SMILES, highest first.
Order of values – RORg inh | ELG1 genotox | Rab9 prom act | KCNH2 3.1 block | uPA surface inh | Tb PFK block | Giardia killer | FBPA coupling cs | Gal4-VP16 FLuc | NPC1 prom act | FLuc counter
- COc1ccccc1CCC(=O)Nc1cccc(S(=O)(=O)N2CCCC2)c1
  37% | -8% | 0% | 15 | -98% | -1% | -1 | 2 | 5% | -5% | 0%
- COc1cccc(/C=N/NC(=S)NC2CC3CC2C2C=CCC32)c1O (stereo not given)
  8.9µM* | 7% | -2% | 8 | 7% | 0% | -25 | 1 | ? | 0% | 5.4µM*
- O=C(CSc1ncn[nH]1)NCCc1ccc(Cl)cc1Cl
  -3% | 2% | -4% | 5 | -1% | -3% | 8 | -1 | -3% | -2% | 6%
